Pol kappa inh: DNA polymerase kappa (human) inhibition; Q9UBT6; Potency, µM (series often up to 107 µM), inactives show at the top dose activity, negative = inhibition, most hits filed as inhibitors; AID 588579; purified Pol kappa, fluorescent DNA synthesis assay, 10 min; 400,000 compounds, 0.53% hits; note: % is set by controls: 0 for no effect and ±100 for the full control effect
Target sequence (Q9UBT6 whole entry, looked up): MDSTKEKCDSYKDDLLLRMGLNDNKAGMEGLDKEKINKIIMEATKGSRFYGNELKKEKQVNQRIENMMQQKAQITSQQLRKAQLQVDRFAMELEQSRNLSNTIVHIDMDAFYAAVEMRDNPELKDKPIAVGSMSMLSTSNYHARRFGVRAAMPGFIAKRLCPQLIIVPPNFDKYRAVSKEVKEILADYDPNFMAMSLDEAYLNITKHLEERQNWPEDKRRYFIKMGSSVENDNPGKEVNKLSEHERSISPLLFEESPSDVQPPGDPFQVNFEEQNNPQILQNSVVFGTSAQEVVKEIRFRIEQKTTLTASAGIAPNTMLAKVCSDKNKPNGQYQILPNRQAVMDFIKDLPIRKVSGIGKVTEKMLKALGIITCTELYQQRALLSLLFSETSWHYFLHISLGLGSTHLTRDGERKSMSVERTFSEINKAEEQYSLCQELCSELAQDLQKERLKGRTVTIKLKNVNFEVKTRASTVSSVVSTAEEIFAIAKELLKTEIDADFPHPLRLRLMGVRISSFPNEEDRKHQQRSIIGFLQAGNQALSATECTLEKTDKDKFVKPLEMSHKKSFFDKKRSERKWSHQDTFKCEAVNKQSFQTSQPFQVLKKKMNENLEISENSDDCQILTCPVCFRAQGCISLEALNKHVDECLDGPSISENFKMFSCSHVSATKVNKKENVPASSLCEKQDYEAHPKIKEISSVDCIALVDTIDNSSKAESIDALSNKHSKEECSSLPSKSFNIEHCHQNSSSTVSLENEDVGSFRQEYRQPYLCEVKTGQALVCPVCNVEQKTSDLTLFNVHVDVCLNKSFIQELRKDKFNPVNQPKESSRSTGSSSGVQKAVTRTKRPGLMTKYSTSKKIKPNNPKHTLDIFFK
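Readout: fluorescence, taken kinetically at 0 and 10 min. Conditions: 10 nM Pol kappa, 15 min RT compound preincubation, 50 nM substrate final. Controls: enzyme-free buffer wells.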
Pol beta inh: inhibitors of human DNA polymerase beta; P06746; Pol beta primer extension/strand displacement, fluorescence kinetic; Potency, µM (series often up to 114 µM), without a hit: top-dose activity change, negative = inhibition, most hits filed as inhibitors; 340,000 compounds, 1.3% hits; AID 485314; note: % is set by controls: 0 for no effect and ±100 for the full control effect
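Enzyme-only controls used 10 nM Pol beta; buffer lacking enzyme served as negative control. Compound preincubated 15 min, then 50 nM substrate added; 0 and 10 min reads at room temperature.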
BAZ2B block: inhibitors of human BAZ2B bromodomain; AlphaScreen BAZ2B-H3K14Ac peptide displacement; Potency, µM (highest dose often 114 µM), without a hit: at the highest dose activity change, negative = inhibition, usual class: inhibitors; 360,000 compounds, 4.4% hits; AID 504333; note: % is set by controls: 0 for no effect and ±100 for the full control effect; nearly all actives have a fitted effect of over 60% in size
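Inhibition is scored as reduced AlphaScreen emission. The BAZ2B/b-H3(5-23)K14Ac complex (50 nM each) in PBS pH 7.4, 0.01% Tween-20 meets compound (up to 110 uM) for 30 min at RT before bead addition.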
POLH inh: blocks human DNA polymerase eta activity; Potency, µM (top dose mostly 114 µM), for the others: at the top dose activity change, negative = inhibition, actives largely listed as inhibitors; Q9Y253; 390,000 compounds, 1.2% hits; recombinant Pol eta, fluorescent DNA replication assay; note: % is set by controls: 0 for no effect and ±100 for the full control effect
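Pol eta (10 nM) was preincubated with compounds for 15 min at room temperature, after which fluorescent replication substrate (50 nM final) was added to start the reaction. Fluorescence was read kinetically at 0 and 10 min.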
G9a inh: inhibitors of human histone lysine methyltransferase G9a; Q96KQ7; G9a H3K9 monomethylation, AlphaScreen, 2 h; Potency, µM (doses to about 102 µM), without a hit: top-dose activity, negative = inhibition, actives largely listed as inhibitors; 350,000 compounds, 8.8% hits; AID 504332; note: % is set by controls: 0 for no effect and ±100 for the full control effect; nearly all actives have a fitted effect of over 75% in size
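AlphaScreen detection with an anti-monomethyl H3K9 antibody quantified product after a 2 h room-temperature reaction containing 500 nM biotinylated H3K9 peptide, 20 µM SAM and 20 nM enzyme, which had been preincubated 15 min with compound.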
BLM inh: blocks DNA unwinding by human BLM helicase; 350,000 compounds, 0.2% hits; Potency, µM (doses to about 56.1 µM), inactives show at the highest dose activity change, negative = inhibition, usual class: inhibitors; recombinant BLM DNA unwinding, fluorescence dequenching;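 note: plate controls were vehicle for no effect and no enzyme for full effect; nearly all actives have a fitted effect of over 35% in size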
JMJD2A Tudor inh: blocks the human JMJD2A Tudor domain | O75164 | AlphaScreen JMJD2A-Tudor / H3K4me3 peptide binding | Potency, µM (doses to about 114 µM), without a hit: top-dose activity change, negative = inhibition, actives largely listed as inhibitors | 390,000 compounds, 4.4% hits | AID 504339; note: % is set by controls: 0 for no effect and ±100 for the full control effect; nearly all actives have a fitted effect of over 50% in size
Pol iota inh: inhibitors of human DNA polymerase iota; Q9UNA4; Pol iota fluorescent replication assay, 10 min; Potency, µM (highest dose often 115 µM), without a hit: at the highest dose activity, negative = inhibition, actives largely listed as inhibitors; 390,000 compounds, 1% hits; AID 588590
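Pol iota at 10 nM preincubated 15 min with compounds at room temperature; reaction started with fluorescent substrate, 50 nM final. Fluorescence read kinetically at 0 and 10 min; buffer-only wells as negative control.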
APE1 inh: blocks human APE1 abasic DNA cleavage | P27695 | recombinant APE1, TAMRA/BHQ-2 abasic DNA cleavage fluorescence | Potency, µM (highest dose often 65.8 µM), inactives show top-dose activity change, negative = inhibition, actives largely listed as inhibitors | 350,000 compounds, 0.35% hits;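 note: plate controls were vehicle for no effect and reference inhibitor for full effect; nearly all actives have a fitted effect of over 55% in size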
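Step 1: APE1 (0.75 nM) with compound, 15 min RT. Step 2: add 50 nM fluorophore/quencher THF duplex. Step 3: three fluorescence reads 60 s apart (525/598 nm); read 3 minus read 1 = reaction progress.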
* = called active by the depositor; ? = inconclusive; . = not tested or not shown; & = joins results of further samples; [ ] = remark or other dose. Calls come from the whole dose curve; as a rule, active = well fitted curve in the direction sought with a large enough effect; inconclusive = small, poorly fitted or top-dose-only effect, or another doubt; inactive = no such curve, though single readings can be large; an effect the other way counts as inactive or inconclusive. Potency is the fitted concentration of half-maximal effect. Some of the compounds tested (hit frequency here may not be typical).

SMILES	Pol kappa inh	Pol beta inh	BAZ2B block	POLH inh	G9a inh	BLM inh	JMJD2A Tudor inh	Pol iota inh	APE1 inh
Cc1nc2c(c(-c3ccccc3)c1C#N)C(=O)c1ccccc1-2	1%	6%	-24%	-11%	31%[0.501 µM]	0%	-22%	18%	-1%
COCCCn1c2nc3ccccc3nc2c2c(=O)n(-c3ccccc3OC)c(C)nc21	.	4%	?	.	?	1%	.	.	-5%
COc1ccc(N2C(=O)[C@@H]3C(c4cccnc4)=NO[C@@H]3C2=O)cc1	-1%	-3%	-20%	3%	.	-10%	-35%	17%	-7%
COc1cc(C(=O)NCCc2ncccc2C)ccc1OC1CCN(C(C)=O)CC1	3%	71%	-1%	-4%	9%	2%	8%	?	21%
Cc1cccc(NC(=O)c2cc(S(=O)(=O)N3CCC4(CC3)OCCO4)ccc2F)c1	-15%	4%&-19%	-3%&2%	-5%&-25%	-3%	-4%&-3%	?	-9%&13%	-18%
Cc1cccc(C)c1NC(=O)CN(C)C(C)C(=O)Nc1ccccc1-c1ccccc1 (stereo not given)	-17%	6%	-16%	0%	8%	-1%	-6%	3%	18%
Cc1ccc2oc(=O)c3cnn(CC(=O)Nc4ccccc4N4CCN(C)CC4)c3c2c1	-16%	8%	13%	-15%	1%[59 µM]	-3%	-22%	5%	1%
CCn1cc([N+](=O)[O-])c(C(=O)Nc2nc(-c3ccc(C)c(C)c3)c(C)s2)n1	-11%	8%	-1%	-9%	5%[59 µM]	-2%	-15%	-1%	-2%
CCn1c(SCC(=O)OC)nc2sc3c(c2c1=O)CC(C)(C)OC3	-6%	-1%	-6%	-9%	22%[12.7 µM]	-2%	-6%	3%	1%
O=S(=O)(NNc1cccc(Cl)n1)c1ccc(Cl)cc1	-10%	-16%	-8%	3%	.	0%	-6%	2%	3%
Oc1[nH]c2ccccc2c1N=NC(=S)N1CCOCC1	2%	-2%	22µM*	-9%	32µM*	-7%	7.1µM*	30%[activator]	-6%
Cc1ccccc1-c1ccc2ncnc(-n3ccnc3)c2c1	1%[60.1 µM]	.	.	.	-37%[0.501 µM]	-9%	.	.	0%

Later entries:
SMILES	Pol kappa inh	Pol beta inh	BAZ2B block	POLH inh	G9a inh	BLM inh	JMJD2A Tudor inh	Pol iota inh	APE1 inh
Cc1ncc([N+](=O)[O-])n1CC(=O)Nc1ccc(F)c(Cl)c1	-9%	7%	1%	3%	22%	-17%	7%	21%	13%
CC(C)(C)NC(=O)C(c1ccccc1F)N(Cc1ccco1)C(=O)c1csnn1 (stereo not given)	-8%	-14%	-3%	0%	5%	-1%	-35%	2%	3%
Cn1cc(C(=O)N/N=C/c2ccc3c(c2)OCO3)c2ccccc21	-14%	-29%	-24%	-18%	20%	-22%	-19%	19%	-8%
CCCOc1ccccc1C(=O)N(Cc1ccco1)C1CCS(=O)(=O)C1 (stereo not given)	-6%	23%	2%	-12%	11%[59 µM]	0%	-23%[11.4 µM]	?	0%
C/C(CC(=O)Nc1ccccn1)=N\NC(=O)c1ccncc1	.	52%	0%	.	-3%	0%	.	.	-19%
Cc1ccc(S(=O)(=O)N(C)C)cc1NC(=O)CN1CCN(Cc2ccccc2)CC1	-13%	2%	-9%	-17%	7%	2%	-24%	153%[activator]	4%
CCN(Cc1ccccc1)C(=O)c1cccc(S(=O)(=O)N2CCN(Cc3ccccc3)CC2)c1	-8%	.	-6%	-12%	?	.	-25%	5%	17%
O=C(NCCc1ccccn1)/C(=C/c1ccco1)NC(=O)c1ccccc1	1%	-26%	3%	-9%	.	0%	-23%	21%	3%
O=C(Nc1ccccc1)N1CCCN(Cc2c(F)cccc2Cl)CC1	-4%	4%	-2%	-7%	.	-4%	-5%	159%[activator]	18%
CCCCCn1c(NCc2ccc(OC)cc2)nc2ccccc21	-25%	6%	-32%	-17%	-39%[59 µM]	0%	-19%	-22%	.
CCOC(=O)/C(C#N)=c1/s/c(=C2\C=Cc3ccccc3N2CC)c(=O)n1CC	0%	28%	-34%	-16%	-42%[59 µM]	2%	-27%	7%	-5%
COc1ccc(-c2cc(C(F)(F)F)nc(SCC(=O)NCCc3ccccc3)n2)cc1	-7%	-30%	5%	-17%	-24%[59 µM]	-2%	1%	-7%	.

Later entries:
SMILES	Pol kappa inh	Pol beta inh	BAZ2B block	POLH inh	G9a inh	BLM inh	JMJD2A Tudor inh	Pol iota inh	APE1 inh
COc1ccccc1C(=O)N1C(CC(=O)Nc2ccccc2C)C(=O)NC2CCCCC21 (stereo not given)	-1%	34%	-4%	-15%	10%	0%	6%	1%	12%
CCOC(=O)C1=C(C)NC(SCC(=O)OC)=C(C#N)C1c1ccc(C(=O)OC)cc1 (stereo not given)	-11%&-11%	0%	-16%	-17%&-24%	?	-13%	-11%	-12%&15%	2%
Cc1ccc2cc(NC(=O)c3ccccc3C)ccc2n1	2%	13%	-9%	-7%	-9%	-7%	-8%	10%	-2%
CCOC(=O)C1=CC[C@@H](c2cccc(C)c2)N(S(=O)(=O)c2ccc(C)cc2)[C@H]1C(=O)OCC	-20%	.	-1%	-27%	-1%[0.501 µM]	.	-10%	3%	1%
Cc1ccc(NC(=O)CN(C)S(=O)(=O)c2cccs2)cc1F	-9%	9%	-14%[57.1 µM]	-9%	37%[0.501 µM]	-5%	-13%	0%	-1%
CCOCCCn1c(=S)[nH]c2cc(C(=O)NC3CCCC(C)C3C)ccc2c1=O (stereo not given)	-4%	0%	-1%	-19%	0%	-4%	-14%	32%[activator]	16%
O=C(Nc1cc(C(F)(F)F)ccc1N1CCOCC1)c1ccco1	5%	-3%	-2%	-7%	26%[12.7 µM]	-1%	-4%	-1%	1%
Nc1c(C(=O)NCC2CCCO2)sc2nc3c(c(-c4ccco4)c12)CC/C3=C\c1ccco1 (stereo not given)	0.71µM*	2.8µM*	8.9µM*	0.71µM*	8.9µM*	5µM*	2µM*	0.79µM*	2µM*
CCc1ccc(CNC(=O)Cn2nc(C)c3c(C)n(-c4ccc(C)cc4)nc3c2=O)cc1	-2%	23%	-4%	0%	3%[59 µM]	-5%	-7%	27%	.
Fc1ccc(C(c2nnnn2C2CCCC2)N2CCc3ccccc32)cc1 (stereo not given)	-21%	2%	-38%	-7%	-4%[0.501 µM]	-10%	?	8%	-3%
Nc1nc(N)c2sc3nc4c(cc3c2n1)CCC4	-27%	-20%	-1%	?	10%[59 µM]	-4%	-19%	?	6%
COc1cc(C2=NOC(C(=O)Nc3ccc(C(C)=O)cc3)C2)cc(OC)c1OC (stereo not given)	-15%	1%	4%	-4%	-29%	-5%	-3%	8%[58.9 µM]	3%

Continued.
SMILES	Pol kappa inh	Pol beta inh	BAZ2B block	POLH inh	G9a inh	BLM inh	JMJD2A Tudor inh	Pol iota inh	APE1 inh
Cn1c2ccccc2c(=O)c2c(=O)n(-c3ccccc3)c(C3CCCCC3)nc21	-8%	14%	-2%	?	?	-12%	-28%	7%	-12%
Cc1ccc(SC[C@H](c2ccccc2)N2CCN(CCc3ccccc3)CCC2=O)cc1	2%	1%	?	-19%	0%[12.7 µM]	-11%	?	20%	-7%
CC(C)Cn1c(SCC(=O)N2CCc3ccccc3C2)nc2cc(Cl)ccc2c1=O	-11%	22%	-4%	-8%	10%[59 µM]	-6%	-14%	13%	3%
CN1CCC(=C(c2ccc(Cl)cc2)c2ccccn2)CC1	-11%	12%	-7%	-6%	31%[0.501 µM]	2%	-1%	-12%	-3%
Cc1ccc(-n2nnnc2SC(C)C(N)=O)c(C)c1 (stereo not given)	-3%	10%	-6%	5%	26%[59 µM]	-3%	-2%	18%	0%
Cc1ccc(S(=O)(=O)N(C)c2ccc(OCc3cccc(C)c3)cc2)cc1	-5%	5%	32%[activator]	-7%	100%[activator]	-5%	55%[activator]	21%	33%
COc1cc2cc(C(c3nnnn3C(C)(C)C)N3CCC(C)CC3)c(=O)[nH]c2cc1OC (stereo not given)	-7%	22%	-4%	-9%	?	-2%	-2%	27%	-3%
C/C(=N\NC(=O)c1ccccc1)c1cccc(Br)c1	4%	3%	-13%	-16%	15%	0%	0%	10%	5%
CC1CCN(S(=O)(=O)c2ccc(Cl)s2)CC1	-11%	.	.	-3%	.	.	44%[activator]	0%	5%
COc1ccccc1C(=O)NC(=O)CSc1nncn1C	-15%	.	-4%	-10%	-6%	.	-18%	28%	16%
COc1ccc(-c2onc(C)c2C)cc1S(=O)(=O)N(C)Cc1ccccc1	-13%	-20%	-4%	-17%	-4%[59 µM]	-5%	-6%	9%	.
CCn1ncc(/C=N\NC(=O)c2csc3ccccc23)c1C	-10%	7%	1%	2%	0%[59 µM]	0%	-5%	-7%	-5%

Given as labelled records: part of the list above
CN1CCC(=C(c2ccc(Cl)cc2)c2ccccn2)CC1
  Pol kappa inh: -11%	Pol beta inh: 12%	BAZ2B block: -7%	POLH inh: -6%	G9a inh: 31%[0.501 µM]	BLM inh: 2%	JMJD2A Tudor inh: -1%	Pol iota inh: -12%	APE1 inh: -3%
Cc1ccc(SC[C@H](c2ccccc2)N2CCN(CCc3ccccc3)CCC2=O)cc1
  Pol kappa inh: 2%	Pol beta inh: 1%	BAZ2B block: ?	POLH inh: -19%	G9a inh: 0%[12.7 µM]	BLM inh: -11%	JMJD2A Tudor inh: ?	Pol iota inh: 20%	APE1 inh: -7%

Additional structures:
SMILES	Pol kappa inh	Pol beta inh	BAZ2B block	POLH inh	G9a inh	BLM inh	JMJD2A Tudor inh	Pol iota inh	APE1 inh
O=C(c1ccccc1F)N1CCN(c2cnn(-c3cccc(Cl)c3)c(=O)c2Cl)CC1	-15%	-1%	7%	-11%	0%	7%	-10%[11.4 µM]	67%[activator]	3%
Cc1ccc(S(=O)(=O)N2CCN(C(=O)COC(=O)Cc3cccc(C(F)(F)F)c3)CC2)c(C)c1	-5%	.	-6%	-19%	14%[0.501 µM]	.	-13%	23%	0%
O=S(=O)(Nc1ccc(Cc2ccncc2)cc1)c1cccs1	3%[60.1 µM]	0%	-20%	-8%	18%	-2%	-15%	-26%	-6%
Cc1ccc(-n2nc3c(N4CCC(C(=O)NCCc5ccccc5C)CC4)nnc(C)c3c2C)cc1	2%&-16%	9%&1%	-16%&-7%	7%&0%	13%	-5%&-5%	-10%&-16%	?	69%[activator]
CN(/N=C/c1ccc([N+](=O)[O-])o1)c1ccccc1	2%	?	14µM*	-3%	22µM*	2%	32µM*	2%	0%

Screening data (PubChem)
